Assay outcomes deposited in PubChem BioAssay by National Center for Advancing Translational Sciences (NCATS).
3T3 cytotox: NIH 3T3 cell cytotoxicity; NIH 3T3 viability, CellTiter-Glo ATP luminescence, 48-72 h; Potency, µM (highest dose often 96.7 µM), without a hit: at the top dose activity change, negative = cytotoxicity, usual class: inhibitors; 94,000 compounds, 4.3% hits; AID 1345082; further: potency means the concentration at half of the fitted maximal effect; nearly all actives have a fitted effect of over 55% in size
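ATP-dependent luminescence (CellTiter-Glo) served as the viability signal for NIH 3T3 cells treated with compound for 48 or 72 hr at 37 °C.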
HEK293 viab: reduces viability of HEK-293 SNCA reporter cells; HEK-293-SNCA-luc viability, GF-AFC fluorescence, 24 h; Potency, µM (titrated, usually from 57.1 µM), for the others: at the top dose activity change, negative = cytotoxicity, hits mostly cytotoxic; 150,000 compounds, 0.12% hits; AID 1671193;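 further: potency means the concentration at half of the fitted maximal effect; 0% = DMSO-treated cells and -100% = medium-only wells without cells; nearly all actives have a fitted effect of over 30% in size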
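Cytotoxicity counterscreen: after 24 h compound treatment of genome-edited SNCA-luciferase HEK-293 cells, live-cell protease substrate GF-AFC read by fluorescence after 30 min; activity scaled between DMSO (0%) and medium-only (-100%), curves Hill-fitted.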
Luciferase inh: blocks purified firefly luciferase enzyme activity; purified P. pyralis luciferase, luminescence, biochemical; Potency, µM (series often up to 115 µM), for the others: at the top dose activity change, negative = inhibition, most hits filed as inhibitors; 76,000 compounds, 2.5% hits; AID 1347043; further: potency means the concentration at half of the fitted maximal effect; nearly all actives have a fitted effect of over 65% in size
Target sequence (P08659 whole entry, looked up): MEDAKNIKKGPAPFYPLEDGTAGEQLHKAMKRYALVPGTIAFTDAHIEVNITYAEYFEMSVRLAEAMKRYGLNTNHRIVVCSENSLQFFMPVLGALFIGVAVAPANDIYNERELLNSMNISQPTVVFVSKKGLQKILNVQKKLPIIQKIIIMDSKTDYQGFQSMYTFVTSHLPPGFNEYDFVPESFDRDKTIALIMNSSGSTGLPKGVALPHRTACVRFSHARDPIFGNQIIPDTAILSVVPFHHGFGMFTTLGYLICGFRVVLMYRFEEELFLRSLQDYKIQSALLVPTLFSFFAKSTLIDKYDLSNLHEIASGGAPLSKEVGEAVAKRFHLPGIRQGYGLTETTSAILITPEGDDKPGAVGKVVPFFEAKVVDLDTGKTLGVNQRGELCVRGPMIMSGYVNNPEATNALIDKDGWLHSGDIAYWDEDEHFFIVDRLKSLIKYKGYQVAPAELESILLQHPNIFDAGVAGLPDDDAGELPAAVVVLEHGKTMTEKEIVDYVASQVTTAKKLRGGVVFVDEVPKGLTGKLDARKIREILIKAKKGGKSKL
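Luminescence read by CCD imager after adding enzyme (10nM final) to wells holding compound, titrated in qHTS. Substrates 10uM each D-luciferin and ATP; buffer 50mM Tris acetate pH 7.5, 10mM Mg acetate, Tween-20, BSA.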
IP6K1 inh: inhibitors of human IP6K1 | Q92551 | IP6K1 kinase, ADP-Glo luminescence, 2 h; active compounds read low | activity change, % (series mostly up to about 58 µM) | 140,000 compounds, 0.81% hits | AID 1645851; in the data active means activity change below about -25%
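ADP-Glo luminescence measures ADP made by human IP6K1 during a 2 h RT reaction with ATP/IP6 (mix at 1.3 mM/130 uM); top library doses 57.5 and 19.1 uM final.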
SNCA expr inh: SNCA gene expression inhibition. HEK-293 SNCA-luciferase knock-in, luminescence, 24 h. Potency, µM (top dose mostly 57.2 µM), inactives show top-dose activity change, negative = inhibition, most hits filed as inhibitors. 140,000 compounds, 0.17% hits. AID 1671194;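 further: potency means the concentration at half of the fitted maximal effect; plate controls were DMSO cells for no effect and cell-free wells for full effect; nearly all actives have a fitted effect of over 45% in size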
GPT2 inhibitor: inhibitors of human GPT2 alanine aminotransferase | Recombinant GPT2, coupled pyruvate oxidase/HRP Amplex Red fluorescence | AID 1671188 | Potency, µM (top dose mostly 57.7 µM), inactives show at the highest dose activity change, negative = inhibition, usual class: inhibitors | 100,000 compounds, 0.25% hits | Q8TD30; further: potency means the concentration at half of the fitted maximal effect; nearly all actives have a fitted effect of over 60% in size; many of its hits are not listed in these tables
Target sequence (Q8TD30 whole entry, looked up): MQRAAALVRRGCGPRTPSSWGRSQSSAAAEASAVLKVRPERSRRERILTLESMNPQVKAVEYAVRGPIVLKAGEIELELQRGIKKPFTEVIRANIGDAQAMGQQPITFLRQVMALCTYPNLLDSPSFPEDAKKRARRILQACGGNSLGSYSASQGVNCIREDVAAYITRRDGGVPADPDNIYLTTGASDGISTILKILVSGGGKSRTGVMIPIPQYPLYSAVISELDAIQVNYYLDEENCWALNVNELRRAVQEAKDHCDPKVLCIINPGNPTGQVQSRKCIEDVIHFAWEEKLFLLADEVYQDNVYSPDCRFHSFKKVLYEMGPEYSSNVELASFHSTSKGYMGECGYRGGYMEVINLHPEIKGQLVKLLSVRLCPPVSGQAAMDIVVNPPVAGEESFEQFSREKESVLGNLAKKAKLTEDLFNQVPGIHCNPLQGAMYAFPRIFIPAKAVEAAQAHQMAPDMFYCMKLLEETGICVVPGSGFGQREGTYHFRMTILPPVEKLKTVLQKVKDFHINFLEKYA
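Fluorescence of coupled pyruvate oxidase/HRP/Amplex Red system (50uM Amplex, 30 min, dark) reports pyruvate formed by GPT2. Enzyme reaction: 10ng/uL GPT2, 2mM L-alanine, 250uM a-KG, 30 min room temperature, pH 7.5; 50uM AOA control.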
HEK293 tox: kills HEK 293 cells; HEK 293 viability, ATP luminescence (CellTiter-Glo), 48-72 h; Potency, µM (top dose mostly 115 µM), inactives show at the top dose activity change, negative = cytotoxicity, most hits filed as inhibitors; 94,000 compounds, 6.6% hits; further: potency means the concentration at half of the fitted maximal effect; nearly all actives have a fitted effect of over 60% in size
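Pintool-delivered compounds were incubated with HEK 293 cells (250 cells/well) at 37 degree Celsius for 48 or 72 hr. ATP-dependent luminescence (CellTiter-Glo) then reported remaining viable cells.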
* = called active by the depositor; i = inactive; ? = inconclusive; · = no result given; ! = not active in a repeat; [ ] = dose if it differs, or a comment. Unless noted, the call rests on the fitted dose curve; in most records, active means well fitted curve in the direction sought with a large enough effect; inconclusive means small, poorly fitted or top-dose-only effect, or another doubt; inactive means no such curve, though single readings can be large; an effect the other way counts as inactive or inconclusive. Unless noted, on the % scale 0 is the no-effect control and ±100 the full control effect. Compounds as they come; overall some 7.8% were active at least once.

SMILES | Luciferase inh | HEK293 tox | 3T3 cytotox | GPT2 inhibitor | SNCA expr inh | IP6K1 inh | HEK293 viab
Cc1nc(N2CCC(C(=O)NCC3CCCO3)CC2)cc(C(F)(F)F)n1 (configuration not stated) | 0% | -6% | -8% | i | -16% | 0 | -7%
CCCN1CCCC12Cc1ccccc1CN([S+](=O)([O-])c1ccccc1)C2 (configuration not stated) | · | ? | ? | -21% | ? | -13 | -16%
CCNC(=O)N(C1CC1)C1CCOC2(CCN(C(=O)Nc3ccccc3F)CC2)C1 (configuration not stated) | -20% | -4% | -7% | i | 52%[activator] | -5 | 7%
CCc1ccc(-n2nc3ccc(NC(=O)c4cc5ccccc5o4)cc3n2)cc1 | · | · | · | · | 8% | -9 | 2%
O=C(NCc1ccc2c(c1)OCO2)C1CCCN1Cc1ccc(-c2cncnc2)cc1 (configuration not stated) | · | ? | ? | 4% | -12% | 0 | 1%
COc1ccc(-c2cc3nc(C)c(CCC(=O)NC4CCCCC4)c(C)n3n2)c(OC)c1 | · | · | · | · | -2% | 7 | 2%
COc1ccccc1CNC(=O)CCCn1c(=O)c2ccccc2n(Cc2ccccc2C#N)c1=O | · | · | · | · | 2% | 17 | 29%
COc1ccc(-c2nc(C(C)C)nc3c2CN([S+](=O)([O-])c2ccccc2)CC3)cc1 | 1% | -20% | -23% | i | 9% | 3 | -6%
Cc1ccc(C(=O)Nc2ccc(CN3CCN(C)CC3)c(C(F)(F)F)c2)cc1C#Cc1cnc2cccnn12 | · | · | · | ? | ? | 22 | 30µM*!
CCOCN(C(=O)Cn1c(C)nc2ccccc21)c1c(C)cccc1CC | · | · | · | · | -12% | 23 | -2%
Nc1c(C(=O)Nc2ccccc2Br)sc2nc(-c3cccs3)ccc12 | · | · | · | · | 49%[activator] | 13 | ?
O=C(/C=C/c1ccc(Cl)cc1)Nc1nc(-c2cccs2)ns1 | · | · | · | · | 10% | 20 | 5%
O=C(CSc1ncc2c(n1)-c1ccccc1N(Cc1ccc(F)cc1)S2(=O)=O)c1ccc(Br)cc1 | · | · | · | · | 8% | -3 | 7%
COc1cccc(N2CCN(C(=O)c3ccc4c(=O)n(CCc5ccccc5)c(=O)[nH]c4c3)CC2)c1 | · | · | · | · | ? | 11 | -5%
O=C1CC(c2ccccc2)N(C(=O)CNC(=O)Nc2ccccc2F)CCCCCN1 (configuration not stated) | -3% | i | -2% | i | 4% | -3 | 6%
O=C(CCc1nc2ccccc2s1)N1CCC(Cc2nc(C3CC3)n[nH]2)CC1 | -7% | -28% | -20% | 5% | 11% | -12 | 4%
CCN1c2cc(C(=O)NCc3ccccc3)ccc2C(=O)N2CCCCC21 (configuration not stated) | -2% | ? | -21% | i | 12% | -6 | 25%[12.5 µM]
CCOC(=O)CC(NC(=O)c1cc2cc(Br)cc(OC)c2oc1=O)c1ccc(OC)cc1 (configuration not stated) | · | · | · | · | ? | 9 | 7%
O=c1cc(-c2cccnc2)oc2c(-c3ccccc3Oc3ccccc3)nccc12 | 7%[172 µM] | 100µM* | ? | -26%[88.5 µM] | 30%[activator][87.6 µM] | -2 | ?
CCCCn1cc(S(=O)(=O)c2ccc(OC)cc2)c(=O)c2cc(F)c(N3CCOCC3)cc21 | · | · | · | · | 16% | 4 | -17%
COc1ccc(CN2C=C(C(=O)OCc3nc(-c4cccc(C)c4)no3)C(C)=NS2(=O)=O)cc1 | ? | ? | -28% | i | 2% | -11 | -6%
CCN1c2cc(C(=O)Nc3cc(F)ccc3F)ccc2C(=O)N2CCCCCC21 (configuration not stated) | -28% | ? | ? | 3% | 69%[activator] | 13 | 6%[12.5 µM]
Cc1nc(-c2ccc(OC3CCN(C(=O)c4nn(C)c5ccccc45)C3)cc2)no1 (configuration not stated) | 3% | 45µM* | ? | i | -6% | 6 | 6%
Cn1cnc(S(=O)(=O)N2CCC(C(=O)NCc3ccccc3Cl)CC2)c1 | · | · | · | · | 33%[activator] | 19 | 5%
CCn1nc(C)cc1C(=O)NCc1cccnc1Oc1ccccc1C | -4% | -7% | -10% | ? | -1% | 3 | 1%
COc1cccc(C(=O)N2CCC(N3CCCCCC3=O)CC2)c1 | 5%[172 µM] | i | -20%[138 µM] | i | -15%[87.6 µM] | 17 | -19%[87.6 µM]
Cc1ccc(C)c(NC(=O)Cn2nnc(C(=O)NCc3ccccc3Cl)c2N)c1 | · | · | · | · | -7% | -3 | -6%
C[C@@H]1O[C@@H](O[C@H]2[C@H](OC(=O)[C@]34CCC(C)(C)C[C@H]3C3=CCC5[C@@]6(C)C[C@H](O)[C@H](O[C@@H]7O[C@H](CO)[C@@H](O[C@@H]8O[C@H](CO)[C@@H](O)[C@H](O)[C@H]8O)[C@H](O)[C@H]7O)[C@@](C)(CO)C6[C@H](O)C[C@@]5(C)[C@]3(C)C[C@H]4O)OC[C@H](O)[C@@H]2O)[C@H](O)[C@H](O)[C@H]1O[C@@H]1OC[C@@H](O)[C@H](O[C@@H]2OC[C@](O)(CO)[C@H]2O)[C@H]1O (some centres not stated) | · | · | · | i[11.5 µM] | · | 2 | 0%[12.5 µM]
COc1ccccc1-c1nnc(SCC(=O)c2ccc(Cl)cc2)n1-c1ccccc1 | · | · | · | · | -18% | -7 | -16%
Cc1ccc2[nH]c(=O)c3cc(C(=O)NCc4cccc(Cl)c4)sc3c2c1 | · | · | · | · | ? | 3 | -18%
COC(=O)c1c(NC(=O)CCCOc2ccc(C)cc2)sc2c1CCCC2 | · | · | · | · | 4% | 4 | -9%
N#Cc1ccccc1CSc1nnc2ccc3ccccc3n12 | · | · | · | · | 17% | -2 | -2%
COc1ccc(NC(=O)N[C@H]2CO[C@H]3[C@@H]2OC[C@H]3OC(=O)Nc2ccc(Oc3ccccc3)cc2)cc1 | -24% | 18µM* | ? | 3% | -28% | -14 | -26%
CCOCCN1C(=O)COC[C@@H]1[C@H](O)c1ccc(NC(=O)C(CC)CC)cc1 | 5%[172 µM] | -12%[172 µM] | -28%[138 µM] | -2%[88.5 µM] | 13%[87.6 µM] | -5 | 3%[87.6 µM]
O=C(NC1CCN(c2ccc3nnc(-c4ccccc4)n3n2)CC1)c1ccccc1Cl | · | ? | ? | · | · | 4 | ·
COc1cccc(CNC(=O)CSc2c3c(nc4ccc(Cl)cc24)CCCC3)c1OC | · | · | · | · | ? | 10 | -30%
Cc1cnc(C2CCN(Cc3ccccc3)C2)n1Cc1ccccc1 (configuration not stated) | · | ? | ? | i | ? | 23 | -12%
Cc1nnc(N2CCN(c3ccc(Cl)cc3)CC2)c2c1nnn2Cc1ccc(F)cc1 | · | · | · | · | -12% | 32 | 6%
COc1cccc(-c2ccc(C(=O)N3CCC(N[S+](C)(=O)[O-])CC3)cc2)c1 | · | ? | -33% | ? | 10% | -5 | 5%[12.5 µM]
Cc1ccc(Cn2cc3c(n2)-c2c(oc(C(=O)Nc4ccc(F)cc4F)c2C)CC3)cc1 | · | · | · | · | -19% | 5 | -6%
O=C(Nc1cccc(-c2nnc3n2CCCC3)c1)c1cc(C2CC2)[nH]n1 | 20µM* | -7% | -24% | i | 65%[activator] | 40 | -5%
COc1cc(C2NC(=O)NC(C)=C2C(=O)Nc2cc(C)cc(C)c2)ccc1O (configuration not stated) | · | · | · | · | 24% | 12 | -13%
COCc1nc2nccc(-c3ccc(OC)cc3)n2n1 | 7% | -13% | 3% | i | -7% | -12 | 3%
COc1ccccc1C(=O)N1CCC2(CC1)C(=NC1CCCCC1)NC(=O)N2c1cc(F)cc(F)c1 | · | i | i | -12% | 4% | -2 | -4%
CCn1nc(-c2cccc(-c3ccnn3C)c2)nc1N(C)C | 5% | 79µM* | -21% | -11% | 5% | -1 | -1%
O=C(O)CCC(=O)N1Cc2ccccc2CC2(CCCN2Cc2ccccc2)C1 (configuration not stated) | · | -2% | -6% | i | -6% | -11 | 1%
O=S(=O)(NCc1ccccc1)c1ccc2[nH]c3c(c2c1)CCCCC3 | · | · | · | · | -4% | 18 | 6%
O=C(Cn1nc2c(cc1=O)CCCC2)N1CCC(c2noc3cc(F)ccc23)CC1 | -14% | ? | ? | -13% | 7% | 11 | -1%
Cc1ccc(Cl)cc1NC(=O)c1ccc(-c2nc(CSc3ccccc3)c(C)o2)cc1 | · | · | · | · | 8% | 1 | -2%
O=C(c1ccsc1)N1CCCCCC1c1nc(-c2cccnc2)no1 (configuration not stated) | -9% | -14% | -24% | -4% | ? | 6 | 9%
CCNC(=O)Nc1ccc([C@@H](O)[C@H]2COCC(=O)N2CC)cc1 | 0%[172 µM] | i | 1%[138 µM] | -4%[88.5 µM] | 5%[87.6 µM] | 15 | -16%[87.6 µM]
Nc1cccn2nc(-c3cccnc3)nc12 | ? | i | -14% | ? | 56%[activator] | 4 | -9%
Cc1noc(C2CCCCCN2C(=O)c2ccoc2)n1 (configuration not stated) | 5% | -3% | -12% | i | ? | 20 | 1%
O=C(NCCc1ccccn1)C1CC(=O)N(c2n[nH]c3cccc(F)c23)C1 (configuration not stated) | 0% | 12% | i | -1% | -21% | -1 | -6%
COCC(=O)N(C)Cc1ccc(F)cc1 | -9%[230 µM] | -15%[230 µM] | -12%[174 µM] | i | -7%[87.6 µM] | 10 | 9%[87.6 µM]
O=C1CC2(CCN(C(=O)c3ccccn3)CC2)Oc2ccccc21 | -3%[172 µM] | -18%[172 µM] | -20%[138 µM] | 2%[88.5 µM] | -3%[87.6 µM] | 5 | 0%[87.6 µM]
CC(C)c1ccc(NC(=O)Cn2c(=O)n(CCc3ccccc3)c(=O)c3ccccc32)cc1 | · | · | · | · | 15% | -10 | 0%
COCCN1CCOC[C@H]2CCN(C(=O)C(C)C)C[C@H]21 | 3% | 9% | -1% | i | 9% | -3 | 6%
CCc1nnc(SCC(=O)Nc2ccc(OC)c(OC)c2)c2cc3occc3n12 | · | · | · | · | -9% | 0 | -4%
CC1=C(C(=O)OC(C)C)C(c2ccccc2Cl)CC(=O)N1Cc1cccc(F)c1 (configuration not stated) | -5% | 32µM* | ? | i | -19% | 1 | 6%
O=C(CCCc1nc(-c2ccncc2)no1)N1CCCC2(CCNCC2)CC1 | -11% | -4% | -13% | 5% | ? | 6 | -7%
C[C@H]1[C@@H]2[C@@H](O)C([C@H](C)C(=O)NCCN3CCOCC3)CC[C@@]2(C)CC[C@@H]1NC(=O)c1cncnc1 (some centres not stated) | 0% | i | i | 1% | -17% | -8 | -1%
CC(=O)Nc1ccc(S(=O)(=O)N2C[C@@H]3C[C@H](C2)c2ccc(-c4ccc(OC(F)(F)F)cc4)c(=O)n2C3)cc1 | -5% | i | i | 2% | 13% | -5 | 1%

Quoted from the listing.
Reading for O=C(O)CCC(=O)N1Cc2ccccc2CC2(CCCN2Cc2ccccc2)C1 (configuration not stated) under 3T3 cytotox: -6%
Reading for O=S(=O)(NCc1ccccc1)c1ccc2[nH]c3c(c2c1)CCCCC3 under IP6K1 inh: 18
